# Source: PubChem BioAssay
# M. tuberculosis – growth inhibition of non-replicating M. tuberculosis (AID 488890); Mycobacterium tuberculosis non-replicating, growth inhibition; higher % means a stronger effect; inhibition, % at 25 µM, or IC50 in µM where a hit was titrated; 0.39% of 320,000 active; in the data active = a potency from the dose series; inconclusive = inhibition mostly from about 82% at the one dose, without a potency; inactive = the rest, 99 in 100 with inhibition below about 76%;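 also: plate controls were DMSO cells for no effect and high antibiotic wells for full effect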
# Salmonella PhoP GFP – PhoP regulon inhibitors, Salmonella typhi PhoP promoter GFP reporter, confirmatory (AID 1850); Salmonella Typhi PhoP-promoter GFP reporter, fluorescence, 4 h; higher % means a stronger effect; inhibition, % at 50 µM; hits with a dose series show IC50 in µM; 0.33% of 310,000 active; in the data active = a potency from the dose series; inconclusive = inhibition mostly from about 25% at the one dose, without a potency; inactive = the rest, 99 in 100 with inhibition below about 19%;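 also: 0% = induced wells with vehicle and 100% = uninduced wells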
# inhibitors of VEEV – inhibitors of VEEV TC-83 cytopathic effect, confirmation, Vero cells (AID 588727) | Vero cells, VEEV TC-83 cytopathic effect inhibition; higher % means a stronger effect | inhibition, % at 20 µM; hits with a dose series show IC50 in µM | 0.13% of 350,000 active; in the data active = a potency from the dose series; inconclusive = inhibition mostly from about 14% at the one dose, without a potency; inactive = the rest, 99 in 100 with inhibition below about 12%; also: strong numbers were not always called active
# influenza NS1A – H1N1 influenza NS1A inhibitors, functional cell based assay (AID 504329); NS1A functional cell-based assay, percent inhibition; higher % means a stronger effect; inhibition, % at 12.5 µM; hits with a dose series show IC50 in µM; 0.3% of 340,000 active; in the data active = a potency from the dose series; inconclusive = inhibition above about 27% without an active follow-up result; also: strong numbers were not always called active
# M. tuberculosis HTS – M. tuberculosis growth inhibition, HTS (AID 449762). M. tuberculosis H37Rv growth inhibition, 7H9 media; higher % means a stronger effect. inhibition, % at 25 µM; hits with a dose series show IC50 in µM. 0.59% of 330,000 active; in the data active = a potency from the dose series; inconclusive = inhibition above about 70% without an active follow-up result;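 also: bacterial growth assessed after seven days of incubation; strong numbers were not always called active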
# inhibitors of VEEV 10K pilot screen – further read-out of inhibitors of VEEV, marked with its call; inhibition, %; measured here: 10K pilot screen inhibition
# An asterisk follows results filed as active; i = inactive; ? = inconclusive; · = not tested or not shown. Hits appear at their usual frequency; about 1.6% have a hit in one of these screens.
SMILES,M. tuberculosis,Salmonella PhoP GFP,inhibitors of VEEV,influenza NS1A,M. tuberculosis HTS,others
CCS(=O)(=O)c1ccc(O)c(NC(=O)/C=C/c2ccc(Cl)cc2)c1,0%,5%,1.4%,-7%,3%,
Cc1cc(C)cc(N(C(=O)c2snc(C(N)=O)c2N)C(C(=O)NCC2CCCO2)c2cccs2)c1 (stereo unspecified),57%,14%,7.3%,·,47%,
CC(=O)Nc1ccc(S(=O)(=O)N2CCN(c3ccccn3)CC2)cc1,6%,-15%,i,-5%,-8%,
Cc1ccc(C)c2nc(N3CCCC3)c(C#N)cc12,9%,10%,0.1%,-6%,93%,
CC1=CCP(=O)(c2ccccc2)C1 (stereo unspecified),2%,9%,0.2%,-13%,-7%,
CC1=NN(Cc2ccccc2)C(=O)C1C(c1ccccc1)C(C#N)C#N (stereo unspecified),14%,-1%,8.1%,6%,-4%,
O=C(C(Cc1ccccc1)n1cccc1)N1CCCCC1 (stereo unspecified),2%,2%,0.2%,14%,-1%,inhibitors of VEEV 10K pilot screen=0.2
Cc1ccc(/C(N)=N/OC(=O)Oc2ccccc2)cc1,14%,-3%,0.3%,0%,-11%,
Nc1nc2ccc(S(=O)(=O)N3CCCCC3)cc2s1,13%,-14%,5.6%,-5%,-1%,
N#Cc1c(C(F)(F)F)cc(-c2cccs2)nc1N1CCCCC1,-1%,-16%,0.8%,-15%,1%,
CSc1nc(C)cc(SCC(=O)N/N=C/c2ccccc2)n1,25%,-7%,3.1%,-1%,0%,
C=CCNc1nc(-c2ccc(Cl)cc2)cs1,50%,3%,2.9%,7%,2%,
CC(NC(=O)CN(C)Cc1nc2ccccc2c(=O)[nH]1)c1ccccc1 (stereo unspecified),22%,-27%,3.0%,-31%,1%,
CC1CCN(c2ccc([N+](=O)[O-])cc2C(=O)NCC2CCCO2)CC1 (stereo unspecified),-7%,0%,3.7%,16%,-12%,
COc1ccc(OC)c(CN2CCN(c3ccc(S(=O)(=O)N4CCCC4)cn3)CC2)c1,14%,·,4.0%,5%,-5%,
Cc1ccc(S(=O)(=O)CC(O)COc2ccc(F)cc2Cl)cc1 (stereo unspecified),16%,-9%,1.6%,2%,-3%,
CC(C)(CNC(=O)Cc1ccc(Br)cc1)N1CCOCC1,-8%,0%,0.5%,5%,0%,
COCCCNC(=O)Cc1coc2ccc3ccccc3c12,2%,-6%,0.0%,-2%,-3%,
Cc1cccc2sc(N(CCCN(C)C)C(=O)CN3C(=O)c4ccccc4C3=O)nc12,8%,12%,i,0%,17%,
O=C(O)CSC(C(=O)Nc1ccc(Br)cc1)c1ccc(Cl)cc1 (stereo unspecified),9%,-5%,0.6%,-1%,1%,
CN(CC(=O)Nc1ccc(Cl)cc1)S(=O)(=O)c1ccc2c(c1)n(C)c(=O)c(=O)n2C,-6%,5%,i,0%,3%,
Cc1cc(C(=O)NC2CCCCCCC2)ccc1[N+](=O)[O-],44%,-1%,i,-15%,?,
Cc1ccc(S(=O)(=O)N2CCOCC2)cc1C(=O)Nc1ccc(N2CCCCCC2)cc1,·,·,8.1%,16%,·,
CCOC(=O)CCCc1ccc(/C(C)=N/NC(N)=S)cc1,?,7%,49%,1%,6.5µM*,
O=C(COc1ccc(Cl)cc1)Nc1ccc(Cl)cn1,6.6µM*,7%,1.3%,-2%,?,
CCc1nnc(NS(=O)(=O)c2ccc(NC(=O)c3cccc(OC(F)(F)C(F)F)c3)cc2)s1,12%,7%,i,6%,12%,
COc1ccccc1CCc1nnc(CCC(=O)NC(C)Cc2cccs2)o1 (stereo unspecified),16%,-2%,0.9%,-11%,0%,
COc1cc2c(c(OC)c1OC)-c1c(cc3c(c1O)OCO3)C[C@@H](C)[C@@H](C)C2,-17%,1%,0.7%,-2%,1%,
C[C@]12CCC(O)CC1=CCC1C2CC[C@]2(C)/C(=N\NC(N)=S)CCC12 (stereo partly specified),75%,-2%,1.0%,28%,-1%,
Cc1nn2cnnc2c(C)c1Cc1ccc(Cl)cc1,12%,0%,i,2%,8%,
CCCCCCn1c(SCCCC)nc2c1c(=O)[nH]c(=O)n2C,5%,4%,0.8%,-1%,7%,
CCOc1cc(C2C3=C(CC(C)(C)CC3=O)Nc3n[nH]c(C)c32)ccc1O (stereo unspecified),-11%,2%,1.1%,6%,-9%,
CN(C)CC(C)(C)NS(=O)(=O)c1ccc(Cl)cc1,0%,-3%,0.4%,-15%,-3%,
Cc1cc(C)c(OCCN2CCOCC2)c(Cl)c1,1%,-2%,0.4%,-4%,2%,
COc1cc(OC)cc(C(=O)NCCCN2CCN(CCCNC(=O)c3cc(OC)cc(OC)c3)CC2)c1,1%,-3%,0.2%,-4%,1%,
O=C(CSc1ncn[nH]1)N1CCN(S(=O)(=O)c2ccc(Cl)cc2)CC1,-15%,-2%,i,-3%,1%,
Cc1ccc(-c2oc3ncnc(N)c3c2-c2ccc(C)cc2)cc1,4%,-7%,1.8%,-14%,-9%,
CC1(C)CC(=O)C2=C(C1)OC1=C(C(=O)CC(C)(C)C1)C2c1cc([N+](=O)[O-])cc([N+](=O)[O-])c1O,7%,-2%,0.9%,2%,-5%,
COc1ccc(NC(=O)C(NC(=O)c2ccc(=O)[nH]c2)c2ccc(C)cc2)cc1 (stereo unspecified),0%,-2%,0.5%,1%,7%,
O=C(N/N=C/c1cccc(O)c1)N/N=C/c1cccc(O)c1,-20%,-2%,i,-10%,-4%,

# Three compounds drawn at random from the list so far:
SMILES,M. tuberculosis,Salmonella PhoP GFP,inhibitors of VEEV,influenza NS1A,M. tuberculosis HTS,others
CCOC(=O)CCCc1ccc(/C(C)=N/NC(N)=S)cc1,?,7%,49%,1%,6.5µM*,
COc1ccc(NC(=O)C(NC(=O)c2ccc(=O)[nH]c2)c2ccc(C)cc2)cc1 (stereo unspecified),0%,-2%,0.5%,1%,7%,
Cc1ccc(S(=O)(=O)N2CCOCC2)cc1C(=O)Nc1ccc(N2CCCCCC2)cc1,·,·,8.1%,16%,·,

# Later entries
SMILES,M. tuberculosis,Salmonella PhoP GFP,inhibitors of VEEV,influenza NS1A,M. tuberculosis HTS,others
C/C(=N\NC(=O)C(N)=O)c1ccc(NC(=O)c2cccs2)cc1,1%,-1%,2.0%,·,1%,
CCOc1ccccc1NC(=S)N1CCN(c2cccc(OC)c2)CC1,10%,-8%,3.7%,2%,4%,
Cc1ccc(CSCc2ccc(C(=O)NCCC(C)C)o2)cc1,74%,4%,0.7%,-3%,2%,
Cc1[nH]c(N=Nc2ccccc2)nc1N=Nc1ccccc1,?,-4%,i,-13%,?,
CNC(=O)c1cc(C(=O)c2ccc(C(F)(F)F)cc2F)c[nH]1,30%,7%,1.0%,-3%,10%,
Cc1cc(SCC(=O)N/N=C/c2ccc(O)c(O)c2)nc2ccccc12,15%,-10%,0.8%,2%,2%,
O=c1ccc(-c2ccc(S(=O)(=O)Nc3cccc([N+](=O)[O-])c3)s2)n[nH]1,21%,-7%,2.1%,5%,-5%,
CC(C)n1cc(C(=O)N(CC(=O)NC(C)(C)C)Cc2ccccc2)cn1,-3%,-1%,0.5%,-5%,-8%,
O=C(NCc1ccc2c(c1)OCO2)c1ccc(CSCc2ccccc2Cl)o1,40%,4%,2.4%,-2%,8%,
COc1ccccc1CNCC(O)(c1ccc(F)cc1)c1ccc(F)cc1,18%,3%,i,-7%,11%,
OCC[C@@H]1C[C@H](O)[C@@H](O)[C@]2(Cc3ccccc3O2)O1,-8%,-13%,0.7%,-11%,-6%,
COc1ccc(S(=O)(=O)N(C)C[C@H]2Oc3c(NC(=O)Nc4ccc(C(F)(F)F)cc4)cccc3C(=O)N([C@H](C)CO)C[C@@H]2C)cc1,48%,·,i,3%,?,
Cc1c(Cl)cccc1N/C(=N/S(=O)(=O)c1cccs1)c1ccccc1,12%,-2%,0.8%,-15%,3%,
CC(=O)N1Cc2ccccc2C(C)CC12CCCCC2 (stereo unspecified),21%,-3%,i,19%,0%,
Cc1cc(NC(=O)CN(C)S(=O)(=O)c2cnc[nH]2)ccc1Br,10%,6%,0.8%,0%,-2%,
CCN(CC)S(=O)(=O)c1ccc2c(c1)nc(CCC(=O)OCC(=O)Nc1c(F)cccc1F)n2C,0%,-1%,1.2%,-8%,0%,
COC(=O)c1cccc(F)c1C(=O)c1cccc2ccccc12,·,·,3.4%,3%,·,
CC(=O)Nc1ccc(NS(=O)(=O)c2cc(-c3cnc(C4CC4)o3)ccc2C)cc1,5%,-19%,4.4%,1%,10%,
Cc1ccc(S(=O)(=O)NC2=NCN(CCOC(=O)c3ccccc3)CN2)cc1,-16%,-4%,1.1%,-2%,-4%,
NC(=O)[C@@H]1[C@@H]2C(=O)N(c3ccc(F)cc3)C(=O)[C@@H]2[C@H]2C=Cc3ccccc3N21,13%,-6%,4.5%,·,3%,
COc1cccc(Nc2nc(N)c([N+](=O)[O-])c(N3CCOCC3)n2)c1,16%,-9%,7.2%,26%,3%,
COc1cccc(CN2CCNC(=O)C2CC(=O)NCCCN2CCCC2=O)c1 (stereo unspecified),-13%,-25%,0.1%,8%,7%,
COc1ccc(C(C)=O)cc1COc1cccc2c1OC(C)(C)C2,11%,-6%,6.6%,-7%,-6%,
Cc1ccc(CC(=O)O/N=C(\N)c2ccncc2)cc1,48%,-1%,0.1%,9%,1%,
COCCSc1ccccc1C(=O)N1CCc2ccccc21,2%,7%,i,19%,-3%,
COc1ccc(F)cc1S(=O)(=O)Nc1cc2c3c(c1)CCN3C(=O)CC2,-5%,13%,7.8%,3%,-3%,
O=C1CC(C(=O)N2CCCc3ccccc32)CN1c1ccc(F)cc1 (stereo unspecified),6%,2%,2.4%,-5%,-1%,
CCc1cc(C(=O)OC)c(NC(=O)CC2NCCNC2=O)s1 (stereo unspecified),0%,7%,2.1%,0%,-13%,
CCOc1ccc(-n2c(SC)nc3c(c2=O)SCC3)cc1,1%,-8%,2.5%,-4%,3%,
CC1=C(C(=O)N2CCCC(CCC(=O)NCc3ccc(F)c(F)c3)C2)OCCO1 (stereo unspecified),-5%,0%,i,-16%,13%,
O=C1C(=O)N(CNc2cccnc2)c2ccccc21,3%,7%,1.2%,-4%,9%,
COc1cc(C2c3c(-c4ccccc4)n[nH]c3C(=O)N2c2ccc(C(=O)O)cc2)ccc1O (stereo unspecified),·,2%,i,0%,-2%,
CNc1ccc(Br)cc(C(=O)/C=C/c2ccc(Cl)cc2Cl)c1=O,23%,-7%,12µM*,9%,13%,
O=C(NN=Cc1c(F)cccc1F)c1ccccc1NS(=O)(=O)c1cccs1,33%,·,2.9%,-12%,1%,
COC(=O)[C@]1(Cc2ccccc2)N[C@H](CN(C)S(=O)(=O)c2ccc(OC(F)(F)F)cc2)[C@@H]2C(=O)N(C)C(=O)[C@@H]21,9%,·,3.2%,-1%,-1%,
O=C(Nc1ccc(C(F)(F)F)cc1)c1cc(S(=O)(=O)NCC2COc3ccccc3O2)ccc1F (stereo unspecified),6%,-11%,2.7%,14%,?,
CCOc1ccc2[nH]c3c(=O)n(CCC4=CCCCC4)cnc3c2c1,-4%,-2%,0.5%,-12%,-2%,
COc1ccc(/C=C/C(=O)Nc2ccccc2C(N)=O)cc1S(=O)(=O)N1CCOCC1,·,·,?,12%,·,
COc1ccccc1NC(=O)COC(=O)c1cnccn1,-11%,-8%,i,-5%,0%,
CCOC(=O)c1cnc2ccccc2c1Nc1ccc(C(=O)O)cc1,0%,7%,1.5%,-11%,-1%,
COc1cccc(NC(=S)NC2CC3CCCC(C2)N3C2CCCC2)c1 (stereo unspecified),16%,-23%,i,-9%,-11%,
Cc1ccc(C(C)C)c(OCc2ccc(C(=O)N/N=C/c3cccc(O)c3O)cc2)c1,24%,-4%,9.6%,36%,-3%,
Cc1cc(S(=O)(=O)Nc2ccccc2C(=O)O)ccc1Cl,76%,-4%,1.1%,2%,4%,
O=C(N/N=C/C(Cl)=C/c1ccccc1)c1ccncc1,63%,14%,1.2%,·,?,

# Of the compounds above, 4 contain a furan ring, fused or not:
SMILES,M. tuberculosis,Salmonella PhoP GFP,inhibitors of VEEV,influenza NS1A,M. tuberculosis HTS,others
COCCCNC(=O)Cc1coc2ccc3ccccc3c12,2%,-6%,0.0%,-2%,-3%,
Cc1ccc(-c2oc3ncnc(N)c3c2-c2ccc(C)cc2)cc1,4%,-7%,1.8%,-14%,-9%,
Cc1ccc(CSCc2ccc(C(=O)NCCC(C)C)o2)cc1,74%,4%,0.7%,-3%,2%,
O=C(NCc1ccc2c(c1)OCO2)c1ccc(CSCc2ccccc2Cl)o1,40%,4%,2.4%,-2%,8%,
